TrxR1 substrate – is turned over as a substrate by rat TrxR1 | O89049 | Potency, µM (series often up to 114 µM), for inactives: top-dose activity change, negative = substrate turnover | 390,000 tested, 0.01% active | purified TrxR1 substrate turnover, NADPH consumption readout | AID 588456; also: potency is read from the fitted curve at half-maximal effect; % is scaled to controls: 0 for no effect and ±100 for the full control effect; nearly all actives have a fitted effect of over 50% in size
Target sequence (O89049 whole entry, looked up): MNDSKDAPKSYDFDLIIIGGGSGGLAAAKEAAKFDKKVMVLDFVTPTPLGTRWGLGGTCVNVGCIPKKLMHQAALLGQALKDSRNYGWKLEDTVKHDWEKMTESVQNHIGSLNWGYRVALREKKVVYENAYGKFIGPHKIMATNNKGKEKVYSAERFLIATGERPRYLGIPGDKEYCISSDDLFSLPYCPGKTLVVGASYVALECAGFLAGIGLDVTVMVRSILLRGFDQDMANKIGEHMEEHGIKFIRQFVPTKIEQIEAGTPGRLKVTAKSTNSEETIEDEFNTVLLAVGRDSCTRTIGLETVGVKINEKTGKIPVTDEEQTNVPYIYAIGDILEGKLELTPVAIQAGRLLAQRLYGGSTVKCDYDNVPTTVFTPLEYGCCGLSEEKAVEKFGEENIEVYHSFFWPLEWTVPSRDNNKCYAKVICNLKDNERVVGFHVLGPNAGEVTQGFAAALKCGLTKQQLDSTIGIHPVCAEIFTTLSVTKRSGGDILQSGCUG
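Rat TrxR1, dispensed at 90 nM, was prereduced with 400 uM NADPH (final) for 5 min at ~22 deg C, then incubated with compound 15 min before 400 uM selenite. A first-read NADPH fluorescence drop versus no-compound background flagged substrates.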
TRHR agonist – TRH receptor (human) agonism; 360,000 tested, 0.18% active; AID 493084; activation, % at 2 µM; TRHR cells, calcium flux fluo-8, FDSS agonist mode; P34981; in the data active = activation above about 30%; also: 0% is about no effect
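Fluo-8-loaded TRHR cells; 10 s baseline, compound added, kinetic Ca2+ fluorescence read 1/s, agonist mode.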
D2 antagonist – D2 dopamine receptor (human) antagonism. inhibition, % at 10 µM. P14416. 340,000 tested, 2% active. HEK293 TREx D2 cells, calcium flux, dopamine EC80; in the data active = inhibition above about 30%; also: 0% is about no effect
Target sequence (P14416 whole entry, looked up): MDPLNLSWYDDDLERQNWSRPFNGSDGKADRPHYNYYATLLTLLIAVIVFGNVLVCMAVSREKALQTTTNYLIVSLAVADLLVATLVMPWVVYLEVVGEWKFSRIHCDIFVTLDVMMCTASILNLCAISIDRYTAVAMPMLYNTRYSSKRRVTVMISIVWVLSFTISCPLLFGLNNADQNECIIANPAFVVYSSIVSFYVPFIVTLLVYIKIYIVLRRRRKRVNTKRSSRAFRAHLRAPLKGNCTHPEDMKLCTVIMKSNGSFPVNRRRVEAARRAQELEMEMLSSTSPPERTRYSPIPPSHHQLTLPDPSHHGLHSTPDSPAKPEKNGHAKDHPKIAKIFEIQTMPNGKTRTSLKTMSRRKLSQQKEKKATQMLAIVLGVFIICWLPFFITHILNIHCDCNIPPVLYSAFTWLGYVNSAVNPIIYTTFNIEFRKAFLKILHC
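Cells plated overnight at 30 C with tetracycline; no-wash calcium dye, 30–90 min RT; 10 s baseline; compound pinned; 180 s read; EC80 dopamine added; another 180 s read.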
TRHR PAM – allosteric enhancers of human TRH receptor; P34981; TRHR cells, fluo-8 calcium fluorescence, EC20 TRH enhancement; enhancement, % at 2 µM; 360,000 tested, 0.66% active; AID 493056; in the data active = enhancement above about 30%; also: 0% is about no effect
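TRHR-expressing cells loaded with fluo-8 calcium dye were read kinetically (ex 480/em 530) during compound addition, then stimulated with an EC20 of TRH (10 nM final). Enhancement of the Gq-mediated intracellular calcium response was scored.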
D2 ag – agonists of human D2 dopamine receptor; P14416; HEK293 T-REx D2 cells, calcium flux agonist mode; activation, % at 2 µM; 340,000 tested, 0.53% active; AID 485358;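 active = activation over 3 SD above normal in the single-dose calcium agonist read, cut at about 30% in these data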; also: 0% is about no effect
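Tetracycline-induced HEK293 Trex cells with D2 receptor force-coupled to calcium signaling, plated overnight at 30 C and loaded with no-wash calcium dye. Calcium flux read kinetically for 180 s after compound addition; responses flag agonists.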
Pin1 inhibitor – blocks the human prolyl isomerase Pin1 | Q13526 | Pin1 FP peptide displacement, HiFluor488, 10 min | Potency, µM (highest dose often 115 µM), inactives show at the top dose activity, negative = inhibition, actives largely listed as inhibitors | 390,000 tested, 0.009% active | AID 504891; active = well fitted inhibition curve with a large enough effect in the polarisation, with a control signal flat, not every such curve was filed as active; inconclusive = small, poorly fitted or top-dose-only effect, or effect the other way, or a change in a side signal; inactive = no such curve, though single readings can be large or run the other way; the % refers to the polarisation; also: potency is read from the fitted curve at half-maximal effect; % is scaled to controls: 0 for no effect and ±100 for the full control effect
TrxR1 inh – inhibitors of rat thioredoxin reductase 1; O89049; recombinant rTrxR1, NADPH fluorescence consumption, selenite substrate; Potency, µM (titrated, usually from 114 µM), for the others: at the highest dose activity change, negative = inhibition, actives largely listed as inhibitors; 390,000 tested, 1% active; AID 588453; also: potency is read from the fitted curve at half-maximal effect; % is scaled to controls: 0 for no effect and ±100 for the full control effect; nearly all actives have a fitted effect of over 65% in size
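Rat TrxR1 (90 nM in the dispensed reagent) was pre-reduced with 400 uM NADPH for 5 min at room temperature, then incubated with compound for 15 min. After 400 uM selenite was added, NADPH fluorescence (Ex 340/Em 450 nm) was followed for 8 min.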
IDH1 R132H inh – blocks human mutant IDH1 R132H enzyme | 390,000 tested, 0.093% active | IDH1-R132H enzyme, NADPH consumption, diaphorase/resazurin fluorescence | Potency, µM (series often up to 76.6 µM), without a hit: at the top dose activity change, negative = inhibition, most hits filed as inhibitors; also: potency is read from the fitted curve at half-maximal effect; % is scaled to controls: 0 for no effect and ±100 for the full control effect; nearly all actives have a fitted effect of over 65% in size
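IDH1-R132H (0.5 ug/mL) preincubated 30 min with compound, then NADPH (0.016 mM) and alpha-KG (2 mM) added; 80 min at RT, pH 7.5. Remaining NADPH coupled via diaphorase/resazurin to fluorescence (540/590 nm); concentration-response curves normalized to no-enzyme control.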
USP1-UAF1 inh – inhibitors of human USP1/UAF1 deubiquitinase; AID 743255; 390,000 tested, 0.23% active; Potency, µM (titrated, usually from 57.1 µM), inactives show top-dose activity change, negative = inhibition, actives largely listed as inhibitors; O94782; recombinant USP1/UAF1, Ub-Rhodamine cleavage fluorescence; also: potency is read from the fitted curve at half-maximal effect; % is scaled to controls: 0 for no effect and ±100 for the full control effect; nearly all actives have a fitted effect of over 60% in size; inactives centre near -12
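Step one: compound is pinned into 1nM USP1/UAF1 in HEPES pH 7.8 buffer with TCEP. Step two: 15 min room-temperature incubation. Step three: Ub-Rho (150nM final) starts cleavage, tracked by fluorescence over six one-minute reads.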
* marks the source's active call; other numbers are inactive results; ? = inconclusive; . = not tested or not shown; [ ] = another dose, or the depositor's remark. Unless noted, calls follow the shape of the dose curve; as a rule, active = well fitted inhibition curve with a large enough effect; inconclusive = small, poorly fitted or top-dose-only effect; inactive = no such curve, though single readings can be large or run the other way. This is a subset; count on the stated rates, not on these rows.

SMILES | TrxR1 substrate | TRHR agonist | D2 antagonist | TRHR PAM | D2 ag | Pin1 inhibitor | TrxR1 inh | IDH1 R132H inh | USP1-UAF1 inh
O=C(C1CCN(C2CCN(Cc3ccc4c(c3)CCO4)CC2)CC1)N1CCCC1 | -15% | 0.4 | 11 | 6 | 0.4 | 4% | -18% | -8% | -18%
CCOc1ccc(CCNC(=O)CCNS(=O)(=O)c2ccc3c(c2)CCN3C(C)=O)cc1OCC | 4% | 0.0 | -2 | -4 | 0.0 | -7% | 5% | 1% | -16%
N#Cc1c(C(F)(F)F)cc(-c2ccc(F)cc2)nc1SCC(=O)Nc1ccccc1 | 11% | 5.2 | . | 0 | . | ? | 16% | 10% | -25%
O=C(CSc1n[nH]c(=O)[nH]c1=O)N/N=C/C=C/c1ccccc1 | -10% | -0.8 | -9 | -1 | -0.8 | 0% | -2% | -7% | -10%
COc1ccc(-c2cc(C)no2)cc1S(=O)(=O)N1CCOc2ccc(C)cc21 | 3% | 0.6 | 4 | -1 | -0.4 | 9% | 19% | 1% | -19%
O=C(Nc1nc2ccccc2[nH]1)C12CC3CC(CC(C3)C1)C2 | 3%[57.1 µM] | 0.3 | -12 | 1 | 1.2 | -9% | 2%[57.1 µM] | -4% | -11%
O=C(NNC(=O)c1ccc(O)cc1O)c1ccc(-c2ccccc2)cc1 | 3% | -0.7 | -6 | 1 | -0.2 | 0% | 14% | 0% | -23%
COc1ccc(C(CC(=O)O)NC(=O)COc2ccccc2OC)cc1OC (stereo not given) | 5%[57.1 µM] | 0.0 | -5 | -2 | 0.1 | -6% | 10%[57.1 µM] | 6% | 10%
COc1ccccc1-c1sc2ccccc2c1-c1ccc(OCCN2CCCCC2)cc1 | 14% | . | . | . | . | 2% | 25% | 25% | -21%
COc1ccc(Nc2nc(-c3cccc(Cl)c3)c3c(n2)-c2ccccc2OC3)cc1 | 12% | 0.1 | . | -1 | 0.2 | -6% | 20% | -1% | -26%
CC1N=C2c3ccccc3N=C(SCC(=O)NCCc3ccc(Cl)cc3)N2C1=O (stereo not given) | 14%[57.1 µM] | 0.4 | . | 5 | -1.8 | -2% | 11%[57.1 µM] | -6% | -30%
CCOC(=O)NC(=O)/C(C#N)=N/Nc1c(F)cccc1F | 0%[57.1 µM] | -0.4 | 16 | -19 | 0.2 | 6% | -3%[57.1 µM] | 4% | -5%
OCCNC(=S)NCc1ccccc1 | 5% | 1.2 | -16 | 4 | 0.6 | 0% | 22% | -5% | -22%
CC1(C(=O)O)CCC(C(=O)NC2CCCCCC2)C1(C)C (stereo not given) | 0% | 0.2 | -17 | -3 | 1.2 | -1% | 4% | 2% | 6%
Cc1cc(-c2ccc(C)c(S(=O)(=O)N3CCN(C(=O)c4ccco4)CC3)c2)on1 | 3% | -0.3 | 4 | 12 | 0.5 | 0% | 11% | -10% | -24%
Cc1ccc(-c2nn(CC(=O)N3CCOCC3)c(=O)c3ccccc23)cc1S(=O)(=O)N(C)C | 16% | 0.1 | -9 | -1 | 1.1 | -3% | 4% | -4% | -1%
Cc1ccc(Cl)cc1N1CCN(c2cccc[n+]2C)CC1 | -23%[57.1 µM] | -0.1 | -2 | -2 | -0.1 | -16% | 6%[57.1 µM] | 7% | -14%
O=C(Cn1cnc(S(=O)(=O)N2CCOCC2)c1)Nc1ccc(OC(F)(F)F)cc1 | -4%[57.1 µM] | 0.3 | -7 | 6 | 1.5 | -5% | 17%[57.1 µM] | 1% | -9%
COc1ccc(NC(=O)N(C)C[C@H]2Oc3ccc(NC(=O)CCN4CCOCC4)cc3C(=O)N([C@@H](C)CO)C[C@H]2C)cc1 | 4%[57.1 µM] | . | . | . | . | 3% | 10%[57.1 µM] | 1% | 5µM*
COc1ccc2[nH]c(=O)c(-c3noc(-c4ccc(F)cc4)n3)cc2c1 | 1% | -0.1 | -3 | 0 | -0.1 | ? | -1% | -3% | -21%
COC(=O)c1cccc(NC(=O)Nc2cc(C(=O)NCc3cccc(F)c3)ccc2N2CCCC2)c1 | 3%[57.1 µM] | 0.2 | . | -1 | . | -1% | 19%[57.1 µM] | -15% | -26%
N#C/C(=C\c1ccc(-c2ccc(Br)cc2)o1)C(=O)NCCc1c[nH]c2ccccc12 | -6% | 0.7 | -1 | 6 | 0.8 | 29% | 4%[57.1 µM] | 8% | -16%
O=C(COc1ccc2c3c(c(=O)oc2c1)CCC3)N1CCCC1 | 24%[57.1 µM] | 1.2 | -11 | 4 | -2.4 | -9% | 17%[57.1 µM] | 0% | -16%
COc1ccc(C2CC(c3ccccc3)=NN2C(=O)COC(=O)c2cccc(S(=O)(=O)N(C)C)c2)cc1 (stereo not given) | 11% | 0.5 | 8 | -5 | 1.6 | 30%[activator] | 19% | 8% | -3%
C[C@H](NC(=O)c1ccccc1)C(=O)N1CCN(Cc2ccc3c(c2)OCO3)CC1 | 9% | . | . | . | . | 4% | 22% | 1% | -23%
C[C@H](CO)N1C[C@H](C)[C@@H](CN(C)CC2CCCCC2)Oc2c(NC(=O)CCC(F)(F)F)cccc2C1=O | -16% | . | . | . | . | 1% | -16% | -32% | -1%
Cc1ccc(C)c(N2CCN(S(=O)(=O)c3cc(C(=O)Nc4ccc(Oc5ccccc5)cc4)ccc3F)CC2)c1 | -5%[57.1 µM] | 0.1 | . | 1 | -1.0 | -2% | 17%[57.1 µM] | -19% | -18%
C/C(=N\NC(=O)c1cc(C)[nH]n1)c1cccs1 | -5%[57.1 µM] | 0.2 | 9 | 14 | 1.0 | 0% | 10%[57.1 µM] | 3% | 5%
CCOC(=O)[C@H]1[C@H]2COc3ccc(Cl)cc3[C@@H]2N2C(=O)c3cc(F)c(F)cc3NC(=O)[C@@]12C | -4%[57.1 µM] | -0.1 | . | 0 | . | 21% | 33% | -12% | -27%
Cc1ccc(OCCn2c3ccccc3n3nc(C)c(=O)nc23)cc1 | -11% | 0.4 | 5 | -1 | -0.7 | -3% | -18% | 0% | -17%
COc1cc(NC(=O)c2ccc([N+](=O)[O-])o2)ccc1NC(=O)c1ccco1 | 5% | -1.6 | -13 | -1 | 0.9 | -1% | 7% | -2% | -6%
CCN1C(=O)CSC1=NC12CC3CC(CC(C3)C1)C2 | 3% | -0.5 | -1 | -4 | -0.2 | -1% | 2% | 5% | -1%
Cc1c(Cl)cccc1NC(=O)CC1NCCNC1=O (stereo not given) | 15%[57.1 µM] | -0.8 | 34* | -6 | -0.4 | 1% | 5%[57.1 µM] | 8% | -12%
CCC(=O)Nc1cccc(-c2ccc(N3CCCCC3)nn2)c1 | -3% | 0.1 | -11 | 0 | -0.1 | -1% | 16% | -9% | -1%
COc1cc(OC)cc(C(=O)NC(C(=O)Nc2ccc3c(c2)CCC3)C(C)C)c1 (stereo not given) | -3% | -0.4 | . | -8 | . | 3% | 23% | -6% | -20%
COc1ccc(-c2csc(NC(=O)C3=NN(c4ccccc4)C(=O)CC3)n2)cc1 | -2% | -0.5 | 12 | -2 | 0.2 | 11% | 9% | 18% | -9%
COc1cc(OC)cc(-c2c(C#Cc3ccsc3)c3cc(-c4cc(F)cc(F)c4)ccc3n2C)c1 | 48%[activator][57.1 µM] | . | . | . | . | ? | 30%[57.1 µM] | -5% | -9%
CC12CC(c3ccccc3O1)C(/C(N)=N/NC(=O)c1ccc(F)cc1)C(=O)N2 (stereo not given) | 8%[57.1 µM] | 2.8 | . | 4 | . | -5% | -2%[57.1 µM] | 12% | 5%
CCc1c(C)sc(NC(=O)c2cc(C)on2)c1C#N | 0% | 0.7 | -6 | 5 | 0.1 | -4% | 7% | 4% | -8%
Cn1nc(C(=O)NNC(=O)c2cccc(Cl)c2)ccc1=O | -6% | . | . | . | . | 2% | 0% | 2% | -9%
CCOC(=O)c1cnc2c(OC)cccc2c1Oc1ccccc1 | 11% | -2.0 | 9 | 6 | -1.0 | 1% | -24% | 0% | -26%
O=C(NCCc1cccs1)C1CC(c2ccc([N+](=O)[O-])cc2)=NO1 (stereo not given) | 1% | -0.5 | 11 | -2 | -1.1 | 2% | 0% | 6% | ?
O=CNCCCc1nc2ccccc2n1Cc1ccccc1 | 2%[57.1 µM] | -0.3 | -3 | 3 | 0.7 | -4% | -6%[57.1 µM] | -7% | -4%
COc1cc(OC)cc(C(=O)Nc2cccc(NC(=O)c3cc(OC)cc(OC)c3)n2)c1 | 8% | . | . | . | . | -1% | 39%[activator] | -10% | -24%
O=C1NCCN1Cc1ccc(F)cc1 | 5% | -0.5 | 8 | 1 | 0.3 | -6% | 14% | 3% | -6%
Cn1c(SCC(=O)NCC2CCCO2)ncc(C(=O)Nc2ccc(Cl)cc2)c1=O (stereo not given) | 7%[57.1 µM] | 1.4 | 9 | -10 | 0.7 | 12% | 6%[57.1 µM] | -10% | -22%
CCc1sc(C(=O)NC)cc1Br | -4% | -0.3 | 17 | 2 | 0.2 | 0% | -2% | -3% | -13%
CC(CN1CCCC1)OC(=O)c1ccc(Cl)cc1 (stereo not given) | 7% | 0.0 | -3 | -1 | 0.4 | -3% | 31% | -2% | -22%
CC(Cc1c[nH]c2ccccc12)C(=O)N1CCN(c2ccccc2F)CC1 (stereo not given) | -5% | 0.4 | 9 | 24 | 4.8 | -6% | 8% | 0% | -24%
C[C@H](NC(=O)[C@H]1N2C(=O)c3ccccc3C2SC1(C)C)C(=O)N1CCC[C@H]1CO (stereo not given in full) | -1% | 0.1 | 9 | -7 | -2.3 | -10% | 9% | -8% | -13%

Looked up above.
CCOC(=O)c1cnc2c(OC)cccc2c1Oc1ccccc1 @ IDH1 R132H inh = 0%
COc1cc(OC)cc(C(=O)Nc2cccc(NC(=O)c3cc(OC)cc(OC)c3)n2)c1 @ TrxR1 substrate = 8%
